Screens from PubChem.
ABHD4 inh: inhibits mouse alpha/beta hydrolase domain 4 | Q8VD66 | purified mABHD4, FP-Rh probe fluorescence polarization | inhibition, % at 8.92 µM | 370,000 tested, 0.54% active | AID 720543;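 active = inhibition exceeding the mean over every tested compound plus 3 SD, cut at about 30% in these data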;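 also: 0% = plate median of compound wells and 100% = S159A mutant with DMSO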
Target sequence (Q8VD66 whole entry, looked up, the tested form may be a part): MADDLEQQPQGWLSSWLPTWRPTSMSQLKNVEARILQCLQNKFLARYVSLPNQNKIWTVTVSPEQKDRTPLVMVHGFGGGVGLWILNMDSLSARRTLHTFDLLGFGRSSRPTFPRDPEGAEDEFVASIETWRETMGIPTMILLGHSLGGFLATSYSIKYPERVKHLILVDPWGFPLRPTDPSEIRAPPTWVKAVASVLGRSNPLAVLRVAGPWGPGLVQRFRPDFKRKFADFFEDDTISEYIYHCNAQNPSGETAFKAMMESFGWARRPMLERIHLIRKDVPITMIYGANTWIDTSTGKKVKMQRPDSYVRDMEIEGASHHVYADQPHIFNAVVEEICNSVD
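assay system = mABHD4 protein | compound dosing = single nominal dose of 8.92 µM, 0.89% DMSO final | read-out basis = percent inhibition of probe binding, normalized to plate controls | schedule = Enzyme–compound pre-incubation 45 min, then probe 60 min, both 25 °C | detection = fluorescence polarization, excitation 525 nm, emission 598 nm, BODIPY TMR filters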
HTRA1 inh: blocks human HTRA1 serine peptidase; 340,000 tested, 0.5% active; AID 504803; Q92743; inhibition, % at 5.96 µM; recombinant HTRA1, FP-rhodamine activity-based probe, fluorescence polarization; in the data active = inhibition above about 36%;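 also: 0% = enzyme with DMSO and 100% = wells lacking enzyme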
rCAG binder: molecules binding r(CAG) RNA repeats; AID 651821; inhibition, % at 3 µM; 370,000 tested, 1.3% active; r(CAG) RNA repeat, TO-PRO-1 dye displacement fluorescence;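 active = inhibition above the plate cutoff, the mean of all test compounds on that plate plus 3 SD, cut at about 35% in these data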;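 also: 0% = DMSO alone and 100% = 100 µM mitoxantrone as full dye displacement; higher means more dye released from RNA so lower well fluorescence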
NR1D1 modulator: Rev-erb alpha (human) modulation; AID 1259318; P20393; 370,000 tested, 0.79% active; Rev-erbα–FITC-DNA binding, fluorescence polarization, 90 min; activity, % at 10 µM;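 active = activity above about 14%, limit read from the data; passing the limit was not always enough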;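 also: 0% = DMSO wells with 35 nM protein and 100% = DMSO wells with 750 nM protein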
TCR-CD3 inh: inhibitors of human TCR-CD3 interaction. TAMRA-labeled TCR probe fluorescence, biochemical. inhibition, % at 9.4 µM. 360,000 tested, 0.37% active; in the data active = inhibition above about 19%;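 also: recombinant mutant TCR 2C K166C tagged with TAMRA read by polarization; 0% = receptor in buffer alone and 100% = receptor with positive control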
PG9 Ab binder: small molecules binding HIV-1 gp120 antibody PG9; AID 624416; TR-FRET gp120-PG9 antibody binding; inhibition, % at 6.7 µM; 360,000 tested, 0.43% active; in the data active = inhibition above about 8.5%
PRMT1 inh: inhibitors of human PRMT1; 370,000 tested, 1.3% active; inhibition, % at 2.79 µM; recombinant PRMT1, activity-based probe fluorescence polarization; Q99873;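 active = inhibition above about 21% made by adding two undisclosed values, limit read from the data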
TDP2 absorb: TDP2 (human) inhibition, absorbance primary screen | inhibition, % at 12.8 µM | recombinant TDP2, T5PNP hydrolysis, p-nitrophenol absorbance 415 nm | AID 720702 | 370,000 tested, 0.34% active;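 active = inhibition above the mean of all tested compounds plus 3 SD, set per campaign, cut at about 25% in these data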;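 also: 0% = DMSO with enzyme and 100% = buffer with substrate but no TDP2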
Target sequence (O95551 whole entry, looked up): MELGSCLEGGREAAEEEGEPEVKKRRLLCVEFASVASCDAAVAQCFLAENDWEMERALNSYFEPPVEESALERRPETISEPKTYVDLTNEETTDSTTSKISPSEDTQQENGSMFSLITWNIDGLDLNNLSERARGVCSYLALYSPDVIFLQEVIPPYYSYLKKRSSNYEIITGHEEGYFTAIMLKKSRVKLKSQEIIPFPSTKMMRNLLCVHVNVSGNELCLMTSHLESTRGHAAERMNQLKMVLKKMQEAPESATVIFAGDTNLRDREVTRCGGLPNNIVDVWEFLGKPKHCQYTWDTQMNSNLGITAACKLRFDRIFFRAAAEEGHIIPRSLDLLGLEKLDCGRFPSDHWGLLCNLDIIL
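Test system: Human TDP2 enzyme | Reagent: 5 mM T5PNP | Compound dosing: 12.8 µM single point, 1% DMSO | Incubation: Enzyme reaction with compound for 2 h at 37 °C | Technique: p-Nitrophenol epi absorbance | Read-out: % inhibition relative to enzyme-containing and enzyme-free wells | Benchmarks: High control without enzyme, low control DMSO plus TDP2 | Replicates: Singlicate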
LEDGF integ inh: blocks HIV-1 LEDGF/p75-dependent DNA integration | TR-FRET IN-LEDGF/p75 DNA integration, Eu/Cy5 | inhibition, % at 3.7 µM | 370,000 tested, 0.64% active;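 active = inhibition above the screen-wide mean plus 3 SD, cut at about 13% in these data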;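 also: signal is the Cy5 over europium emission ratio at 671 and 618 nm; 0% = plate median of compound wells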
SIAE primary: human SIAE inhibition, primary screen | Q9HAT2 | SIAE FP-Rh probe binding, fluorescence polarization | inhibition, % at 9.66 µM | 370,000 tested, 0.69% active | AID 1053197;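 active = inhibition above a cutoff: mean of compounds within the control limits plus 3 SD of those, cut at about 17% in these data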;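 also: 0% = plate median of compound wells and 100% = probe without SIAE protein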
Starred values were filed as active, the others as inactive; & = joins results of further samples. Some of the compounds tested; the hit share may differ from the screen's.

`CCCCOC1OCN(C2CCCCC2)CC1(C)C` (stereo not given) gave ABHD4 inh -6, HTRA1 inh 3, rCAG binder 1, NR1D1 modulator -3, TCR-CD3 inh 4, PG9 Ab binder -1.8, PRMT1 inh -1, TDP2 absorb 2, LEDGF integ inh 7 and SIAE primary -10.
`N[C@@]1(C(=O)O)CC[C@@H](C(=O)O)C1` gave ABHD4 inh 7, HTRA1 inh 1, rCAG binder 3, NR1D1 modulator 0, TCR-CD3 inh -2, PG9 Ab binder 1.2, PRMT1 inh -3, TDP2 absorb -5, LEDGF integ inh 0 and SIAE primary 0.
For CCOc1ccccc1C1SCC(=O)Nc2c1c(=O)[nH]n2C(CC)CC (stereo not given) the results were ABHD4 inh -3, HTRA1 inh 3, rCAG binder -2, NR1D1 modulator 7, TCR-CD3 inh -1, PG9 Ab binder 1.0, PRMT1 inh 3, TDP2 absorb 0, LEDGF integ inh 6 and SIAE primary 0.
Screening CC(C)OCCCNC(=O)c1c(N)n(CC2CCCO2)c2nc3ccccc3nc12 (stereo not given) returned ABHD4 inh 4, HTRA1 inh 22, rCAG binder -2, NR1D1 modulator -3, TCR-CD3 inh 1, PG9 Ab binder -2.1, PRMT1 inh 3, TDP2 absorb 82*, LEDGF integ inh 29* and SIAE primary 0.
`COc1ccc2[nH]cc(CCN=C(N)N)c2c1` gave ABHD4 inh 5, HTRA1 inh 5, rCAG binder -2, NR1D1 modulator -3, TCR-CD3 inh 5, PG9 Ab binder 0.5, PRMT1 inh -3, TDP2 absorb 10, LEDGF integ inh 0 and SIAE primary -6.
CC(C)NS(=O)(=O)c1ccc(OCC(=O)N2CCN(Cc3ccccc3)CC2)c(Cl)c1 was read as ABHD4 inh -15, HTRA1 inh -3, rCAG binder -1, NR1D1 modulator 1, TCR-CD3 inh 3, PG9 Ab binder 2.1, PRMT1 inh 1, TDP2 absorb -5, LEDGF integ inh -4 and SIAE primary 0.
`Clc1cccc(NC2=NCCS2)c1` gave ABHD4 inh -2, HTRA1 inh -2, rCAG binder 1, NR1D1 modulator 0, TCR-CD3 inh -10, PG9 Ab binder -1.1, PRMT1 inh 1, TDP2 absorb 3, LEDGF integ inh 1 and SIAE primary 3.
`Cc1ccc(CN2C3CCCC2CC(NC(=S)NCc2ccccc2)C3)cc1` (stereo not given) gave ABHD4 inh -6, HTRA1 inh -11, rCAG binder 1, NR1D1 modulator 6, TCR-CD3 inh 6, PG9 Ab binder -0.6, PRMT1 inh -1, TDP2 absorb 3, LEDGF integ inh -3 and SIAE primary 10.
`CCN(CC)CC(=O)Nc1ccc(Cl)cc1C(=O)c1ccccc1` gave ABHD4 inh 7, HTRA1 inh -6, rCAG binder -11, NR1D1 modulator -1, TCR-CD3 inh 5, PG9 Ab binder 0.0, PRMT1 inh -2, TDP2 absorb -7, LEDGF integ inh -4 and SIAE primary -2.
For O=C(NN=Cc1ccc(N(CCCl)CCCl)cc1)c1cc(=O)[nH]c(=O)[nH]1 the results were ABHD4 inh 4, HTRA1 inh -1, rCAG binder 2, NR1D1 modulator 7, TCR-CD3 inh -7, PG9 Ab binder -2.9, PRMT1 inh 1, TDP2 absorb -12, LEDGF integ inh 2 and SIAE primary 0.
For N=C1SCC(=O)N1Cc1ccccc1 the results were ABHD4 inh -7, rCAG binder -3, NR1D1 modulator -7, TCR-CD3 inh -1, PG9 Ab binder -2.2, PRMT1 inh 14, TDP2 absorb 2, LEDGF integ inh 1 and SIAE primary -7.
`CC(C)NC(C)C(=O)C12CC3CC(CC(C3)C1)C2` (stereo not given) gave ABHD4 inh 0, HTRA1 inh 3, rCAG binder -1, NR1D1 modulator -2, TCR-CD3 inh 3, PG9 Ab binder 0.9, PRMT1 inh -3, TDP2 absorb 6, LEDGF integ inh 3 and SIAE primary 4.
`COC(=O)C1=C(c2ccc(OCc3ccccc3)cc2)C[C@@H]2CC[C@H]1N2C(=O)NCCc1ccc(F)cc1` gave ABHD4 inh 15, HTRA1 inh -43, rCAG binder 7, NR1D1 modulator 0, TCR-CD3 inh -5, PG9 Ab binder -0.3, PRMT1 inh 4, TDP2 absorb -1, LEDGF integ inh -3 and SIAE primary -8.
CC(=O)NNC(=O)CN1C(=O)CN=C(c2ccccc2)c2cc(Br)ccc21 was read as ABHD4 inh 6, HTRA1 inh 0, rCAG binder -3, NR1D1 modulator -4, TCR-CD3 inh -1, PG9 Ab binder -1.1, PRMT1 inh -2, TDP2 absorb -5, LEDGF integ inh 5 and SIAE primary 8.
For Cc1cc(C)c2c(ccc3cccc[n+]32)c1 the results were ABHD4 inh 0, rCAG binder -1, NR1D1 modulator -4, TCR-CD3 inh 1, PG9 Ab binder 1.8, PRMT1 inh -3, TDP2 absorb 12, LEDGF integ inh 0 and SIAE primary 4.
For CC(=O)C1C(N2CC2)CC2C3CCC4=CC(=O)CCC4(C)C3CCC21C (stereo not given) the results were ABHD4 inh 4, HTRA1 inh -14, rCAG binder 5, NR1D1 modulator -2, TCR-CD3 inh 1, PG9 Ab binder -1.3, PRMT1 inh -1, TDP2 absorb -7, LEDGF integ inh 4 and SIAE primary 2.
Screening CC1CN=C(Nc2ccc(F)c(Cl)c2)S1 (stereo not given) returned ABHD4 inh 2, HTRA1 inh 1, rCAG binder -4, NR1D1 modulator -9, TCR-CD3 inh -5, PG9 Ab binder 0.6, PRMT1 inh 3, TDP2 absorb -8, LEDGF integ inh -4 and SIAE primary -2.
Screening O=C(NC(CCC(O)CO)P(=O)(Oc1ccccc1)Oc1ccccc1)OCc1ccccc1 (stereo not given) returned ABHD4 inh 3, rCAG binder -3, NR1D1 modulator -8, PRMT1 inh -3, TDP2 absorb 2, LEDGF integ inh -1 and SIAE primary -4.
Screening COc1ccc(NC(=O)N2CCC3(CC2)OCCO3)c(OC)c1 returned ABHD4 inh 2, HTRA1 inh 3, rCAG binder -2, NR1D1 modulator -1, TCR-CD3 inh 0, PG9 Ab binder -3.4, PRMT1 inh 2, TDP2 absorb 5, LEDGF integ inh -3 and SIAE primary 5.
Cc1cccc(NC(=O)OC2CN3CCC2CC3)c1 (stereo not given) was read as ABHD4 inh 6, HTRA1 inh 0, rCAG binder -1, NR1D1 modulator -4, TCR-CD3 inh -2, PG9 Ab binder -0.4, PRMT1 inh -3, TDP2 absorb 12, LEDGF integ inh -3 and SIAE primary -1.
Screening CCN(CC)CCN=Cc1c(O)n(CCC2=CCCCC2)c(=O)[nH]c1=O returned ABHD4 inh -2, HTRA1 inh 3, rCAG binder -6, NR1D1 modulator 1, TCR-CD3 inh -2, PG9 Ab binder -1.4, PRMT1 inh 2, TDP2 absorb 4, LEDGF integ inh 0 and SIAE primary 8.
O=C(NC1CCCCC1)N1Cc2cc(Br)ccc2-n2nncc2C1 was read as ABHD4 inh -1, rCAG binder 1, NR1D1 modulator 5, TCR-CD3 inh 9, PG9 Ab binder -1.7, PRMT1 inh -3, TDP2 absorb 10, LEDGF integ inh 4 and SIAE primary -3.
COC(=O)C1=C(c2cccc3c2S(=O)(=O)c2ccccc2-3)C[C@@H]2CC[C@H]1N2C(=O)N1CCOCC1 was read as ABHD4 inh 2, HTRA1 inh 3, rCAG binder -6, NR1D1 modulator -2, TCR-CD3 inh -11, PG9 Ab binder 2.3, PRMT1 inh 0, TDP2 absorb 1, LEDGF integ inh 1 and SIAE primary 4.
CN1CCN(/N=C/c2c(O)n(C)c(=O)n(C)c2=O)CC1 was read as ABHD4 inh 1, HTRA1 inh -4, rCAG binder 3, NR1D1 modulator -3, TCR-CD3 inh 5, PG9 Ab binder -4.7, PRMT1 inh 3, TDP2 absorb -21, LEDGF integ inh 2 and SIAE primary -4.
`O=C1CC=C2C3CC4N(CCC45c4ccccc4N1C25)CC3=CCO` (stereo not given) gave ABHD4 inh -1, HTRA1 inh -2, rCAG binder 3, NR1D1 modulator 7, TCR-CD3 inh -2, PG9 Ab binder -0.3, PRMT1 inh -2, TDP2 absorb 13, LEDGF integ inh 0 and SIAE primary 4.
Screening CCN1C(=O)C(=C2C=C(C)OC(C)=C2)C(=O)N(CC)C1=S returned ABHD4 inh -3, HTRA1 inh -2, rCAG binder -2, NR1D1 modulator 7, TCR-CD3 inh -2, PG9 Ab binder -1.9, PRMT1 inh 0, TDP2 absorb 11, LEDGF integ inh 0 and SIAE primary 0.
For CC1CN(c2ccc([N+](=O)[O-])c(N3CCCCC3)c2)CCN1 (stereo not given) the results were ABHD4 inh -3, rCAG binder 2, NR1D1 modulator 5, TCR-CD3 inh -3, PG9 Ab binder -1.9, PRMT1 inh -12, TDP2 absorb -17, LEDGF integ inh 0 and SIAE primary 10.
`CC(=NCc1ccc2c(c1)OCO2)c1c(O)n(Cc2ccccc2)c(=O)[nH]c1=O` gave ABHD4 inh 1, HTRA1 inh -9, rCAG binder -2, NR1D1 modulator -7, TCR-CD3 inh 5, PG9 Ab binder -1.2, PRMT1 inh -1, TDP2 absorb 4, LEDGF integ inh -1 and SIAE primary 4.
CCC(=O)N1N=C2C3CCN(CC3)C2C1c1ccccc1 (stereo not given) was read as ABHD4 inh 0, HTRA1 inh -2, rCAG binder -3, NR1D1 modulator 1, TCR-CD3 inh -6, PG9 Ab binder -1.6, PRMT1 inh 0, TDP2 absorb -9, LEDGF integ inh -4 and SIAE primary -5.
Screening COc1ccc2c(c1)c(C(=O)C(C)N1CCCCC1)c(C)n2C (stereo not given) returned ABHD4 inh 7, HTRA1 inh 5, rCAG binder -1, NR1D1 modulator -1, TCR-CD3 inh 1, PG9 Ab binder 0.2, PRMT1 inh 0, TDP2 absorb 3, LEDGF integ inh -3 and SIAE primary -2.
Screening COC(=O)C1=C(c2ccc(-c3ccccc3)c(F)c2)C[C@@H]2CC[C@H]1N2C(=O)NCCOc1ccc(OC)cc1 returned ABHD4 inh 4, HTRA1 inh -41, rCAG binder 5, NR1D1 modulator -2, TCR-CD3 inh -2, PG9 Ab binder 0.1, PRMT1 inh 0, TDP2 absorb -22, LEDGF integ inh 15* and SIAE primary -13.
ClCCOCOCCCl was read as ABHD4 inh -4, HTRA1 inh 1, rCAG binder 1, NR1D1 modulator -8, TCR-CD3 inh -2, PG9 Ab binder 1.0, PRMT1 inh 3, TDP2 absorb 1, LEDGF integ inh -3 and SIAE primary 0.
CCOC(=O)c1cncn1C(C)c1ccccc1 (stereo not given) was read as ABHD4 inh -10, HTRA1 inh 1, rCAG binder 3, NR1D1 modulator 6&1, TCR-CD3 inh 6, PG9 Ab binder 0.8, PRMT1 inh -2, TDP2 absorb 1, LEDGF integ inh 4 and SIAE primary 0.
